PolyA inhibitor: blocks polyadenylation in yeast reporter cells; S. cerevisiae SKY197-pL101 polyadenylation reporter, beta-gal luminescence; efflux-impaired pdr1/pdr3 knockout yeast; score 100 = 6 SD above DMSO; calls only at 12 µM; hit rate 0.02% among 300,000; AID 1875;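 active means lowest replicate activity score at least 50, where 100 means six control SD above control mean; inconclusive means lowest score under 50 but half or more replicates reach 50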;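 further: yeast exposed to compound for 9 h at 30 °C; higher score means more reporter readthrough which indicates perturbed polyadenylation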
HDAC3 inh: human HDAC3 inhibition; O15379; recombinant HDAC3, fluorogenic peptide/trypsin coupled, fluorescence; inhibition, % at 8.3 µM; hit rate 0.15% among 320,000; AID 2718; in the data active means inhibition above about 26%, passing the limit was not always enough; inconclusive means no clear call, values can overlap the other calls
Target sequence (O15379 whole entry, looked up): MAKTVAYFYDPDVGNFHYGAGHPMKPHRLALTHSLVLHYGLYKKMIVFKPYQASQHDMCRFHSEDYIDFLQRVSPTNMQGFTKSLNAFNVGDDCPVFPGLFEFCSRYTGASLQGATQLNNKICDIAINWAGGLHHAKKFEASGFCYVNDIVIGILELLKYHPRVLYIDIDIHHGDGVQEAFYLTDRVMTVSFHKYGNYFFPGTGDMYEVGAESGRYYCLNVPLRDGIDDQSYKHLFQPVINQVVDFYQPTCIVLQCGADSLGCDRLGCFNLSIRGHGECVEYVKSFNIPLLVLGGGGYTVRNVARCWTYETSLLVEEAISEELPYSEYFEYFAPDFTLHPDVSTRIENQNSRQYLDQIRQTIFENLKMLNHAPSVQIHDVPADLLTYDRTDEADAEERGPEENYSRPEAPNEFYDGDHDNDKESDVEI
GSK3 alpha inh: blocks human GSK-3 alpha kinase; ADP-Glo luminescence, 60 min; AID 2650; hit rate 0.1% among 320,000; inhibition, % at 10 µM; P49840;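 in the data active means inhibition above about 50%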;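 further: GST-tagged GSK-3 alpha with peptide substrate and 25 µM ATP; 0% = DMSO neutral wells and 100% = GW8510 positive control wells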
KCNK9 inh: inhibitors of human KCNK9 two-pore domain potassium channel. HEK293 KCNK9, FluxOR thallium flux fluorescence; hits give low values. hit rate 1.2% among 310,000. AID 488922. B-score at 10 µM. Q9NPC2;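 active means ratio B-score over 3 SD below the library mean, with starting fluorescence within 5 SD of its mean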;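 further: negative B-score means less thallium flux so channel inhibition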
DYRK1A inh: blocks rat Dyrk1A kinase activity; AID 504441; hit rate 0.43% among 310,000; inhibition, % at 12.5 µM; ADP-Glo luminescence, NFATc1 peptide; in the data active means inhibition above about 50%;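 further: plate controls were vehicle with enzyme for no effect and no enzyme for full effect; many of its hits are not listed in these tables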
KCNQ1 inh: human KCNQ1 channel inhibition; hit rate 1.3% among 310,000; CHO-K1 KCNQ1, FluxOR thallium flux fluorescence; hits give high values; B-score at 10 µM; AID 2642;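 active means compounds whose thallium flux B-score, printed positive for inhibition, exceeds three library SD while starting fluorescence stays within three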;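 further: channel opened by potassium depolarization with thallium stimulus after 20 min compound exposure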
GSK3beta inhib: human GSK3beta kinase inhibition | hit rate 0.038% among 300,000 | GST-GSK3beta kinase, ADP-Glo luminescence, 60 min; hits give low values | activity score (negative = inhibition), % at 10 µM;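 active means more than half of replicate wells score below -50%, meaning over 50% inhibition versus plate controls; inconclusive means some replicates but at most half score below -50%; inactive means no replicate scores below -50%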;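 further: 0% = median DMSO wells and -100% = median GW8510 positive control wells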
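test system = GST-tagged human GSK3beta kinase, cell-free | reagent = 25 µM ATP with peptide substrate | dosing = one dose of 10 µM per compound | schedule = 60 min reaction, RT | detection = luminescent ADP-Glo measurement of ADP formed | control set = DMSO neutral wells and GW8510 at 20 µM as positive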
KCNQ1 pot: human KCNQ1 channel potentiation or activation; CHO-K1 KCNQ1, thallium flux FluxOR fluorescence; hits give high values; hit rate 0.35% among 310,000; B-score at 10 µM;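 active means fluorescence ratio B-score, a plate-corrected score, at least three library SD, with initial intensity B-score within 5 SD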
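Assay system: CHO-K1 cells stably expressing KCNQ1; Medium: assay buffer with matched DMSO; Also added: K+/Tl+ depolarizing stimulus; Dosing: single dose; Timing: dye 90 min, compound 20 min, room temperature; Measured by: kinetic FluxOR thallium fluorescence, 10-s 1-Hz baseline, 110-s post-stimulus read; Read-out: peak-minus-minimum fluorescence over initial fluorescence, negative-control normalized, B-scored.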
RGS4 pot: potentiators or activators of RGS4; AID 463111; hit rate 0.92% among 310,000; HEK293 M3R/inducible RGS4, carbachol calcium flux Fluo4; hits give low values; B-score at 10 µM;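 active means B-score of the integrated calcium signal more than 4 SD below the library mean, with starting fluorescence not abnormally high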;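 further: negative B-score means reduced calcium response which marks RGS4 activation or potentiation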
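System – HEK293 FlpIn-TREx cells, stable M3R, doxycycline-inducible RGS4 · Reagent – ECmax carbachol challenge · Times – compound preincubation 20 min at room temperature before agonist · Technique – Fluo4 fluorescence kinetic imaging of calcium · Measure – B score of integrated Fluo4 ratio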
KCNK3 block: human KCNK3 channel inhibition, primary screen; hit rate 0.84% among 340,000; O14649; CHO-KCNK3 thallium flux, FluxOR fluorescence; hits give low values; B-score at 10 µM;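 active means B-score under library mean minus 4 SD, starting fluorescence ratio at most library mean plus 5 SD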;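 further: more negative B-score means stronger inhibition of thallium flux through KCNK3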
Target sequence (O14649 whole entry, looked up): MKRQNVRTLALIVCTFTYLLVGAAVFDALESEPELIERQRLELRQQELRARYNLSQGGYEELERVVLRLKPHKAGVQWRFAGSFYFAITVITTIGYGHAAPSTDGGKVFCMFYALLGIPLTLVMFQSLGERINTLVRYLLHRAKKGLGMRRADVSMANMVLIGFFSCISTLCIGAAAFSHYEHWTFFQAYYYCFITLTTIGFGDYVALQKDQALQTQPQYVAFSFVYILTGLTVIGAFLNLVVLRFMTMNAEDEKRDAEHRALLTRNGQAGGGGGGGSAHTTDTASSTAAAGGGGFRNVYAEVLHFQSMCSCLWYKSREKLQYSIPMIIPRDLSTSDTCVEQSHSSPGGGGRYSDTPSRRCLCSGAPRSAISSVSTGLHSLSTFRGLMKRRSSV
hERG rescue: hERG (human) protection from proarrhythmic block; CHO-hERG, FluxOR thallium flux, dofetilide IC70 present; hit rate 0.51% among 310,000; activation (rescue from dofetilide block), less the hit threshold, % at 10 µM; Q12809;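 active means activation above the mean of controls blocked by dofetilide plus 5 SD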;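 further: thallium influx through hERG after potassium depolarization seen as dye fluorescence rise; in these data hits start at about 4.7%; inactives centre near -7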
Numbers without * were called inactive; i = inactive; u = inconclusive; x = not tested or not shown. The list is partial; count on the stated rates, not on these rows.

SMILES	PolyA inhibitor	HDAC3 inh	GSK3 alpha inh	KCNK9 inh	DYRK1A inh	KCNQ1 inh	GSK3beta inhib	KCNQ1 pot	RGS4 pot	KCNK3 block	hERG rescue
Cc1cccc(CN2C(=O)c3ccccc3Sc3ccc(C(=O)NCCCN4CCOCC4)cc32)c1	i	8	-2	i	-2	i	2	i	i	i	-8
CCNC(=S)NNC(=O)c1nn(C)c(C)c1Cl	i	0	-1	i	9	i	4	i	i	i	-4
Cc1ccc(SCCC(=O)Nc2ccccc2Br)cc1	i	3	-3	i	-5	i	3	i	i	i	-10
O=C(Nc1ccc(CN2CCOCC2)cc1)c1ccc(F)cc1	i	-4	0	i	-2	i	0	i	i	i	-11
CC(=O)Nc1ccc(/C=N/NC(=O)c2cc3cc(C)ccc3nc2C)cc1	i	-3	-2	i	1	i	3	i	i	i	-3
O=C(c1cccs1)N1CCC(N2CCN(c3ccccc3)CC2)CC1	i	3	-1	i	-7	i	-1	i	i	i	-6
COc1ccccc1OCc1nc2ccccc2[nH]1	i	-1	-4	i	5	i	-1	i	i	i	-10
CC(=O)OC[C@H]1O[C@@H](O/N=C/C[C@@H]2C=C[C@H](OC(C)=O)[C@@H](COC(C)=O)O2)[C@H](OC(C)=O)[C@@H](OC(C)=O)[C@@H]1OC(C)=O	i	2	x	i	x	i	-4	i	i	x	-1
COc1cc(CCCN2C(=S)NC[C@@H]2CC2CCCCC2)cc(OC)c1OC	i	6	-1	i	-9	i	-3	i	i	i	-13
O=C(Nc1ccc(O)cc1)c1ccc2c(c1)C(=O)N(Cc1ccco1)C2=O	i	1	8	i	3	i	-1	i	i	i	-6
O=C(NNC(=S)Nc1cccc2ccccc12)c1cccc(Br)c1	i	16	-8	i	9	i	1	i	i	i	-14
O=S(=O)(NC1CC1)c1ccc(F)c(F)c1	i	3	-1	i	-5	i	2	i	i	i	-6
O=C1c2c(O)cc(O)cc2O[C@@]12c1c(cc(O)c3c1O[C@H](c1ccc(O)cc1)[C@@H](O)C3)O[C@@H]2c1ccc(O)cc1	i	4	5	i	-9	i	0	i	i	i	-10
CCOc1ccc(S(=O)(=O)NCCC(=O)Nc2nnc(C)s2)cc1	i	1	-2	i	2	i	0	i	i	i	-9
CCOC(=O)CC1C(=O)NCCN1Cc1cccc(OC)c1 (configuration not stated)	i	-3	-3	i	0	i	-2	i	i	i	-10
COc1cccc(C(=O)Nc2ccc3[nH]c(=O)[nH]c3c2)c1OC	i	-5	0	i	-3	i	-3	i	i	i	-8
COc1ccc(OC)c(C(=O)CSc2nnc(-c3cccs3)o2)c1	i	1	-3	i	-11	i	-3	i	i	i	-5
Cc1ccc(S(=O)(=O)N2CCOCC2)cc1C(=O)NCc1ccco1	i	-1	-6	i	32	i	1	i	i	i	-7
COc1ccc(C(=O)Nc2cc(C(=O)NCCc3ccccc3)ccc2Cl)cc1	i	x	4	i	x	i	0	i	i	i	-3
CN(C(=O)c1ccc(S(=O)(=O)N2CCCC2)cc1)C1CCS(=O)(=O)C1 (configuration not stated)	i	-4	0	i	-6	i	0	i	i	i	-5
CCOC(=O)c1c(NC(=O)CSc2ncccn2)sc2c1CC(C)(C)NC2(C)C	i	0	0	i	5	i	-2	i	i	i	-10
O=C(Nc1ccc2c(c1)CCC2)c1cc(=O)[nH]c2ccccc12	i	-1	-2	i	-5	i	-4	i	i	i	-12
CCCOc1ccc(-c2c(C(=O)N/N=C/c3ccc(OCC)cc3)nnn2-c2nonc2N)cc1	i	-5	-1	i	-5	i	-2	i	i	i	-4
COc1ccc(NC(C)=O)cc1NC(=O)CN1CCN(C2c3ccccc3-c3ccccc32)CC1	i	10	-1	i	x	i	18	i	i	i	-12
Cc1ccc2nc(NC(=O)CS(=O)(=O)Cc3ccccc3)sc2c1	i	2	-2	i	5	i	5	i	i	i	-6
CCOC(=O)c1cc([N+](=O)[O-])sc1N	i	4	-2	i	-1	i	1	i	i	i	-3
CC(C)NC(=S)N/N=C/c1ccc(N2CCOCC2)cc1	i	-9	-3	i	-1	i	2	i	i	i	-4
CCCNC(=O)NCCC12CC3CC(CC(C3)C1)C2	i	-4	x	i	0	i	-3	i	i	i	-8
O=C(Nc1ccccn1)N1CCOCC1	i	-1	-1	i	-3	i	-1	i	i	i	-5
N#Cc1ccc(CSc2nnc(NC(=O)CN3C(=O)C4CC=CCC4C3=O)s2)cc1 (configuration not stated)	i	2	1	i	-7	i	3	i	i	i	0
CN(/N=C/c1ccncc1)C1=NCCN1	i	3	1	i	2	i	-2	i	i	i	-5
O=C1CC(c2ccccc2)CN1C(=O)c1cncc(Br)c1 (configuration not stated)	i	0	-2	i	x	i	7	i	i	i	-7
O=C1CN(c2ccccc2Cl)C(=O)CN1c1ccccc1Cl	i	u	-5	i	2	i	1	i	i	i	-4
CCCSc1oc(-c2ccco2)nc1S(=O)(=O)c1ccccc1	i	4	-1	i	3	i	3	i	i	i	-6
CC(C)c1nnc(NC(=O)CCS(=O)(=O)c2ccccc2)s1	i	6	-3	i	-2	i	-1	i	i	i	-6
COC(=O)c1nnn(CC(=O)NC(=O)Nc2c(C)cccc2C)c1C(=O)OC	i	2	0	i	-5	i	1	i	i	i	-8
O=C(NCc1ccccc1)c1ccc(CS(=O)(=O)Cc2ccc(F)cc2)o1	i	u	-1	i	-1	i	0	i	i	i	-7
CC(=O)c1cnc(Nc2nc(C)c3ccccc3n2)nc1C	i	2	0	i	x	i	-1	i	i	x	-13
C=CCOc1ccc(/C=C2\SC(=S)N(NS(=O)(=O)c3ccc(C)cc3)C2=O)cc1	i	15	-8	i	-7	i	1	24*	-7*	i	-4
CCCC(c1nnnn1CS(=O)(=O)c1ccc(C)cc1)N1CCN(c2ccc(F)cc2)CC1 (configuration not stated)	i	3	-10	i	0	i	2	i	i	i	-4
Cc1nn(-c2ccccc2)c(C)c1/C=C/C(=O)OCC(=O)N(C)C1CCS(=O)(=O)C1 (configuration not stated)	i	4	2	i	-2	i	3	i	i	i	-11
O=C(NNC(=S)Nc1ccccc1Cl)c1ccncc1	i	-2	-2	i	9	i	-3	i	i	i	-8
O=C(Cc1cccs1)Nc1ccc([N+](=O)[O-])cc1	i	0	1	i	15	i	1	i	i	i	-5
COc1ccc(-c2nc(CSCC(=O)N3CCC(C(N)=O)CC3)c(C)o2)cc1OC	i	2	-2	i	3	i	0	i	i	i	-11
c1ccc(-c2csc(NC3CCCCC3)n2)cc1	i	5	0	i	-3	i	x	i	i	i	-6
COc1ccccc1C(=O)NC(C(=O)NCCc1nc2ccccc2[nH]1)=C(C)C	i	7	-2	i	3	i	0	i	i	i	-11
Cc1cccc(NC(=O)c2ccc3c(=O)n(CC4CCCO4)c(=S)[nH]c3c2)c1 (configuration not stated)	i	11	0	i	0	i	0	i	i	i	-7
COc1ccc(OCc2cc(C(=O)N3CCCC(CO)C3)no2)c2ccccc12 (configuration not stated)	i	-1	0	i	1	i	1	i	i	i	-13

Laid out differently: four of the compounds above
canonical_smiles | PolyA inhibitor | HDAC3 inh | GSK3 alpha inh | KCNK9 inh | DYRK1A inh | KCNQ1 inh | GSK3beta inhib | KCNQ1 pot | RGS4 pot | KCNK3 block | hERG rescue
c1ccc(-c2csc(NC3CCCCC3)n2)cc1 | i | 5 | 0 | i | -3 | i | x | i | i | i | -6
COc1ccccc1C(=O)NC(C(=O)NCCc1nc2ccccc2[nH]1)=C(C)C | i | 7 | -2 | i | 3 | i | 0 | i | i | i | -11
Cc1cccc(NC(=O)c2ccc3c(=O)n(CC4CCCO4)c(=S)[nH]c3c2)c1 (configuration not stated) | i | 11 | 0 | i | 0 | i | 0 | i | i | i | -7
COc1ccc(OCc2cc(C(=O)N3CCCC(CO)C3)no2)c2ccccc12 (configuration not stated) | i | -1 | 0 | i | 1 | i | 1 | i | i | i | -13

The list continues:
SMILES	PolyA inhibitor	HDAC3 inh	GSK3 alpha inh	KCNK9 inh	DYRK1A inh	KCNQ1 inh	GSK3beta inhib	KCNQ1 pot	RGS4 pot	KCNK3 block	hERG rescue
Cc1ncc(CCl)c2c1OC(C)(C)OC2	i	-6	3	i	3	i	0	i	i	i	-13
Cc1cccc(CS(=O)(=O)c2ncc(Cl)c(C(=O)NCc3ccc4c(c3)OCO4)n2)c1	i	3	0	i	3	i	-2	i	i	i	-9
CCCNc1cc(=S)nc(N)[nH]1	i	x	-1	i	-5	i	-1	i	i	i	-9
COC(=O)c1c(NC(=O)Cn2cc([N+](=O)[O-])cn2)sc2c1CCC2	i	0	-3	i	-1	i	-4	i	i	i	-11
O=C1C2C3c4ccccc4C(c4ccccc43)C2C(=O)N1/N=C/c1cccc(O)c1 (configuration not stated)	i	-5	4	i	0	i	3	i	i	i	-10
O=C(COC(=O)c1ccccn1)Nc1nc(-c2cccc([N+](=O)[O-])c2)cs1	i	0	-3	i	10	i	5	i	i	i	-12
CCOC(=O)c1c(NC(=O)/C=C/C(=O)O)sc(C)c1-c1ccc(F)cc1	i	1	-8	i	13	i	0	i	i	i	-9
O=C(O)c1cnn2c(-c3ccccc3)ccnc12	i	-10	-2	i	17	i	0	i	i	i	-6
N#CC1CCN(c2ncccc2[N+](=O)[O-])CC1	i	3	0	i	4	i	-1	i	i	i	-3
COc1ccc(OC)c(/C=N/Nc2nc(C)cc(=O)[nH]2)c1	i	-10	-3	i	3	i	-2	i	i	i	-3
O=S(=O)(N/N=C1/CCCc2ccccc21)c1ccc(Br)cc1	i	24	-2	i	-1	i	5	i	i	i	-3

3 compounds drawn at random from the list so far:
SMILES	PolyA inhibitor	HDAC3 inh	GSK3 alpha inh	KCNK9 inh	DYRK1A inh	KCNQ1 inh	GSK3beta inhib	KCNQ1 pot	RGS4 pot	KCNK3 block	hERG rescue
CCOC(=O)c1c(NC(=O)/C=C/C(=O)O)sc(C)c1-c1ccc(F)cc1	i	1	-8	i	13	i	0	i	i	i	-9
CCCNc1cc(=S)nc(N)[nH]1	i	x	-1	i	-5	i	-1	i	i	i	-9
COc1ccc(OC)c(/C=N/Nc2nc(C)cc(=O)[nH]2)c1	i	-10	-3	i	3	i	-2	i	i	i	-3

Assay outcomes: PubChem BioAssay, several laboratories
